CHX counter – Cycloheximide Counterscreen for Small Molecule Inhibitors of Shiga Toxin. cell reporter, cycloheximide protein synthesis inhibition counterscreen. max response, %. 300,000 compounds, 12% hits; in the data active means max response mostly above about 13%, no sharp cut-off; inactive means mostly below about 14%; further: read at 38.3 µM for the half of the compounds with a filed dose; 0% is about no effect
Pf growth 48h – Primary qHTS for delayed death inhibitors of the malarial parasite plastid, 48 hour incubation. P. falciparum luciferase growth in erythrocytes, 48 h. Potency, µM (top dose mostly 28.7 µM), inactives show at the top dose activity change, negative = inhibition, hits mostly inhibitors. 310,000 compounds, 5.9% hits. AID 504832, 2011; further: potency means the concentration at half of the fitted maximal effect; on the % scale 0 is the no-effect control and ±100 the full control effect
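Luciferase-expressing P. falciparum in infected erythrocytes (2% hematocrit, 0.1% parasitemia final) in RPMI 1640/0.5% Albumax were exposed to compound for 48 hours at 37 C, 5% CO2; growth read as luminescence.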
Shiga inhibitor – A qHTS for Small Molecule Inhibitors of Shiga Toxin | Vero cells, Shiga toxin protein synthesis inhibition reporter | inhibition, % at 38.7 µM | 290,000 compounds, 9.2% hits | AID 2315, 2010; in the data active means inhibition mostly above about 28%, no sharp cut-off; inactive means mostly below about 43%; further: 0% is about no effect
Pf growth 96h – Primary qHTS for delayed death inhibitors of the malarial parasite plastid, 96 hour incubation; P. falciparum luciferase reporter growth, 96 h; Potency, µM (doses to about 28.7 µM), without a hit: top-dose activity change, negative = inhibition, usual class: inhibitors; 320,000 compounds, 6.9% hits; further: potency means the concentration at half of the fitted maximal effect; on the % scale 0 is the no-effect control and ±100 the full control effect
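P. falciparum expressing integrated firefly luciferase grown in erythrocytes (2% hematocrit, 0.05% parasitemia final) with compounds for 96 hours at 37 C, 5% CO2. Growth inhibition read as loss of luminescence after adding luciferase detection reagent.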
TbPYK inhibitor – qHTS of Trypanosoma Brucei Inhibitors; pyruvate kinase (Trypanosoma brucei), Q57TT1; TbPYK enzyme, Kinase-Glo Plus ATP luminescence, 45 min; Potency, µM (doses to about 76.8 µM), without a hit: at the highest dose activity, negative = inhibition, hits mostly inhibitors; 410,000 compounds, 0.12% hits; AID 624173, 2012; further: potency means the concentration at half of the fitted maximal effect; on the % scale 0 is the no-effect control and ±100 the full control effect; nearly all actives have a fitted effect of over 50% in size
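In this concentration-response screen, enzyme-free wells defined baseline while DMSO plates tracked drift. Each reaction combined TbPYK, substrate, compound and 130 uM ADP for 45 min at room temperature. Kinase-Glo Plus luminescence gave the signal.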
LmPK inh – qHTS Assay for Inhibitors of Leishmania Mexicana Pyruvate Kinase (LmPK) | purified LmPK, Kinase-Glo ATP luminescence, 1 h | AID 1721, 2009 | 290,000 compounds, 0.37% hits | Potency, µM (series often up to 57.5 µM), for the others: top-dose activity change, negative = inhibition, actives largely listed as inhibitors; further: potency means the concentration at half of the fitted maximal effect; on the % scale 0 is the no-effect control and ±100 the full control effect
Target sequence (Q27686 whole entry, looked up): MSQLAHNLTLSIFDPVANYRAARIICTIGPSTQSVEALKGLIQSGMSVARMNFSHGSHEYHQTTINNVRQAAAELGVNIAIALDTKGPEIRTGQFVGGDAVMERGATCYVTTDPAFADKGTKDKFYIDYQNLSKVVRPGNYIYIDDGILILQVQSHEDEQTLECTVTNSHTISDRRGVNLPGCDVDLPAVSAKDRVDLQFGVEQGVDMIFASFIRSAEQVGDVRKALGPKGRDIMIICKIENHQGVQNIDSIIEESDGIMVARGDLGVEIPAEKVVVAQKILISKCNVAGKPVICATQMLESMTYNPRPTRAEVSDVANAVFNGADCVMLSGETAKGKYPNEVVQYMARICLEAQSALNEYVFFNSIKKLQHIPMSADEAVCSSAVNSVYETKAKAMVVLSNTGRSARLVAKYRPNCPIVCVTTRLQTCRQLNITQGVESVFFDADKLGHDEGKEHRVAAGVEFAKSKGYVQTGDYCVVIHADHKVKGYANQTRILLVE
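qHTS format; LmPK 0.1 nM; substrates PEP 0.5 mM and ADP 0.1 mM. One-hour room-temperature incubation, then coupled luciferase luminescence; 0.5 nM enzyme wells mark activation.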
AMA1 RON2 block – qHTS for Inhibitors of AMA1-RON; Towards Development of Antimalarial Drug Lead: Primary Screen | 360,000 compounds, 0.2% hits | Potency, µM (top dose mostly 58.2 µM), for inactives: top-dose activity change, negative = inhibition, usual class: inhibitors | AlphaScreen AMA1-biotinylated RON2 peptide binding | Plasmodium falciparum AMA1 (3D7) - RON2 peptide interaction;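 further: potency means the concentration at half of the fitted maximal effect; 0% = vehicle wells and -100% = peptide control; nearly all actives have a fitted effect of over 45% in size; some results filed as inactive show a strong effect at the top dose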
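AMA1 (3D7) with his tag at 25 nM final met compounds first, then biotinylated RON2 peptide at 25 nM; detection used donor plus acceptor beads, 10 µg/mL apiece, read by AlphaScreen after 30 min at room temperature.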
* = called active by the depositor; ? = inconclusive; / = no result given; & = joins results of further samples; [ ] = remark or other dose. Unless noted, the call rests on the fitted dose curve; in most records, active means well fitted curve in the direction sought with a large enough effect; inconclusive means small, poorly fitted or top-dose-only effect, or another doubt; inactive means no such curve, though single readings can be large; an effect the other way counts as inactive or inconclusive.

SMILES | CHX counter | Pf growth 48h | Shiga inhibitor | Pf growth 96h | TbPYK inhibitor | LmPK inh | AMA1 RON2 block
O=C(CSCc1ccccc1)N/N=C/c1ccccc1OCc1ccccc1 | 10 | ? | 32 | ? | -10% | -3% | 4%
O=C1/C(=C\Nc2ccccc2)CCN1c1ncccn1 | 36 | 84%[activator] | 77 | / | -9% | -13% | -10%
Cc1nc(Nc2ccc(O)cc2)c2c3c(sc2n1)CCCC3 | 2 | 15µM* | -4 | ? | -3% | 6% | ?
C=C(C)COc1ccc2c(CC)cc(=O)oc2c1C | 2 | 10% | -2 | 68%[activator] | -14% | 0% | 12%
O=C(Nc1ccc2c(c1)OCCO2)C(c1ccc(F)cc1)N1CCCCC1 (centres undefined) | 0 | / | 5 | 8.3µM* | -6% | 2% | -2%
COc1ccccc1NC(=O)c1ccc2c(=O)n3c(nc2c1)CCC3 | / | 36%[activator] | / | ? | -5% | / | 2%
COc1cc2c(c(OC)c1)C(c1cccc(OC)c1OC)CC(=O)N2 (centres undefined) | -2 | -7% | 10 | ? | -5% | 1% | -8%
CCC(C)(C)n1nnnc1C(c1cc2cc(C)cc(C)c2[nH]c1=O)N1CCCC1 (centres undefined) | -4 | 5.9µM* | 19 | ? | -6% | 2% | 33%[activator]
CCc1ccc(C(=O)c2cncc(Br)c2)cc1 | 35* | ? | 49* | / | -11% | 0% | 18%
Cc1ccc(S(=O)(=O)Cc2cn3cccnc3n2)cc1 | 2 | -5% | 8 | 4% | -4% | 1% | 11%
O=C(Nc1cccc(Cl)c1)NC1(C(=O)NCc2cccs2)CCCCC1 | 3 | ? | -8 | ? | 5% | 6% | -5%
CCOc1ccc(CCNC(=O)c2cccc(S(=O)(=O)N3CCCC3)c2)cc1OCC | / | 12µM* | / | ? | 2% | / | -13%
COc1ccc(N(C)S(=O)(=O)c2cccc(C(=O)OCC(=O)Nc3sc4c(c3C#N)CCCCC4)c2)cc1 | 1 | 26% | -5 | 10% | -5% | 2% | -1%
COc1ccc(-c2c3c(nc4sc5c(=O)[nH]c(C)nc5c24)CCC3)cc1 | -4 | -12% | -12 | ? | -6% | 2% | 12%
O=C(Nc1ccc2oc(-c3cccnc3)nc2c1)c1cc2ccccc2o1 | -6 | -3% | 11 | 152%[activator] | -6% | -6% | -15%

Rewritten tab-delimited: 10 of the compounds above.
Molecule	CHX counter	Pf growth 48h	Shiga inhibitor	Pf growth 96h	TbPYK inhibitor	LmPK inh	AMA1 RON2 block
O=C(CSCc1ccccc1)N/N=C/c1ccccc1OCc1ccccc1	10	?	32	?	-10%	-3%	4%
O=C1/C(=C\Nc2ccccc2)CCN1c1ncccn1	36	84%[activator]	77	/	-9%	-13%	-10%
Cc1nc(Nc2ccc(O)cc2)c2c3c(sc2n1)CCCC3	2	15µM*	-4	?	-3%	6%	?
C=C(C)COc1ccc2c(CC)cc(=O)oc2c1C	2	10%	-2	68%[activator]	-14%	0%	12%
O=C(Nc1ccc2c(c1)OCCO2)C(c1ccc(F)cc1)N1CCCCC1 (centres undefined)	0	/	5	8.3µM*	-6%	2%	-2%
COc1ccccc1NC(=O)c1ccc2c(=O)n3c(nc2c1)CCC3	/	36%[activator]	/	?	-5%	/	2%
COc1cc2c(c(OC)c1)C(c1cccc(OC)c1OC)CC(=O)N2 (centres undefined)	-2	-7%	10	?	-5%	1%	-8%
CCC(C)(C)n1nnnc1C(c1cc2cc(C)cc(C)c2[nH]c1=O)N1CCCC1 (centres undefined)	-4	5.9µM*	19	?	-6%	2%	33%[activator]
CCc1ccc(C(=O)c2cncc(Br)c2)cc1	35*	?	49*	/	-11%	0%	18%
Cc1ccc(S(=O)(=O)Cc2cn3cccnc3n2)cc1	2	-5%	8	4%	-4%	1%	11%

The results go on:
SMILES | CHX counter | Pf growth 48h | Shiga inhibitor | Pf growth 96h | TbPYK inhibitor | LmPK inh | AMA1 RON2 block
CC(NS(=O)(=O)c1ccc2c(c1)CC(=O)N2C)c1ccccc1 (centres undefined) | -12 | -11% | -8 | ? | 5% | -4% | -19%
CC1CCCC(NC(=O)c2cccc(S(=O)(=O)N3CCCCC3)c2)C1C (centres undefined) | -4 | ? | -4 | ? | 4% | -3% | 1%
CC(C)N=C1NN=C(c2cccs2)C(CC(=O)O)S1 (centres undefined) | -1 | -5% | 0 | 4% | -19% | -1% | 54%[activator]
COC(=O)C1=C(C)N(c2cc(Cl)cc(Cl)c2)C(=O)C1 | -6 | ? | -7 | -3% | -3% | 4% | 5%
O=C(NCCCn1ccnc1)c1csc2ccccc12 | -2 | -14% | -2 | 10µM* | -5% | -5% | 11%
NC(Cc1c[nH]c2ccccc12)C(=O)NCc1ccccc1 (centres undefined) | -2 | -25% | 12 | -15% | -5% | 1% | 1%
Cc1c(C(=O)N2CCCCC2)c(S(=O)(=O)N2CCC(C)CC2)c(C)n1C | 2 | 19% | -13 | 39%[activator] | -19% | 7% | -1%
O=C(O)CC1(CC(=O)NCc2cc(F)cc3c2OCOC3)CCCCC1 | 0 | -15% | 15 | ? | -2% | 0% | -8%
c1ccc(-c2ccc(-n3ccnc3)cc2)cc1 | 8.0* | ? | 36 | ? | -7% | -6% | -14%
COC(=O)c1ccc(/C=N/NC(=O)C2CC(=O)N(c3ccc(OC)cc3)C2)cc1 (centres undefined) | 0 | ? | -5 | 0% | -7% | -1% | ?
O=C1NC(c2ccc3c(c2)OCO3)Oc2ccccc21 (centres undefined) | -1 | 52%[activator] | -15 | 5.2µM* | 0% | 3% | -7%
CCCCNC(=S)N1CCn2cccc2C1c1cccnc1 (centres undefined) | 1 | ? | -9 | 45%[activator] | 5% | -11% | -11%
COC(=O)c1c(N)c(C#N)c(C)n1-c1ccccc1 | -5 | 11% | 26 | -1% | -4% | 4% | -4%
O=C(Nc1ccc(S(=O)(=O)NCC2CCCO2)cc1)c1cccc(F)c1 (centres undefined) | -4 | -7% | 6 | 17% | 2% | -1% | 0%
CC(C)CNC(=O)c1cc(=O)[nH]c2ccc(S(=O)(=O)Nc3ccc(F)cc3)cc12 | -3 | 9% | -10 | 0% | 1% | -5% | 42%[activator]
O=C(c1ccncc1)N1CCN(CCc2ccccc2)CC1 | 1 | 11% | / | 38%[activator] | -9% | -2% | 0%
CCOC(=O)N1CCC(N2CCCC(C(=O)c3cc(F)ccc3OC)C2)CC1 (centres undefined) | -1 | ? | 4 | 37%[activator] | -2% | 0% | -19%
Cc1cccc(C2(c3cccc(C)c3)CC2C(=O)Nc2ccc([N+](=O)[O-])cc2O)c1 (centres undefined) | 1 | 2.1µM* | -2 | ? | 4% | 3% | -15%
CC1CCN(CCC(=O)N2CCCc3c2c(=O)oc2ccc(O)cc32)CC1 | -4 | ? | -4 | -5% | -1% | 2% | -16%
Cc1noc(C(=O)Nc2cccnc2)c1Cl | -6 | / | -9 | -1% | 3% | 4% | 0%
Cn1c(=O)c2sccc2n(Cc2ccc(Br)cc2)c1=O | -2 | ? | 23 | 161%[activator] | -1% | -4% | 10%
COc1ccc(S(=O)(=O)Nc2ccccc2C(=O)N2CCOCC2)cc1Br | -3 | 4% | -13 | -6% | 1% | -7% | 17%
COc1cccc(NC(=O)c2ccc(OC(F)(F)F)cc2)c1 | / | 131%[activator] | / | 125%[activator] | -10% | / | -1%
O=C(CCC(=O)Nc1ccc(Cl)cc1Cl)NNC(=O)[C@@H]1CCCC[C@@H]1C(=O)O | -3 | 3% | 8 | 6% | -1% | 0% | 14%[11.6 µM]
Cc1ccccc1NC(=O)COC(=O)CNC(=O)c1sc2ccccc2c1Cl | -3 | -6% | 26 | 15% | 4% | -1% | 6%
NC(=O)c1ccsc1NC(=O)COC(=O)c1ccccn1 | / | 3% | / | -11% | -6% | / | 5%
O=Cc1cccc(Oc2ncccn2)c1 | -4 | -11% | -4 | -39% | 0% | 7% | -2%
Cc1cc(C)c(OCC(O)CN2CCN(c3ccccn3)CC2)c(C)c1 (centres undefined) | 6 | 14% | -7 | 18% | 6% | 3% | -9%
CN(C)CCN1C(=O)c2ccccc2C1=O | / | 29% | / | 35%[activator] | 2% | / | 25%
O=C(CN(CC1CCCO1)C(=O)CNS(=O)(=O)c1ccc(F)cc1)NC1CCCCC1 (centres undefined) | -7 | 26% | -5 | 3% | -19% | -5% | 17%
O=C(c1ccc(S(=O)(=O)Nc2ccccc2F)cc1)N1CCCC1 | / | 30% | / | 27% | 5% | / | 8%
COc1ccc(-n2nc(C(=O)NCC(=O)N3CCN(c4ccccn4)CC3)c3ccccc3c2=O)cc1 | 11 | 0% | 21 | ? | -1% | 9% | 7%
Cc1ccccc1CC1SC(N)=NC1=O (centres undefined) | -2 | 13% | -5 | 13% | -4% | -6% | -1%
Cc1cc(C)n2c(SCC(=O)Nc3ccc(F)cc3)nnc2n1 | -2 | 107%[activator] | -14 | -9% | -27% | -2% | 0%
O=C(c1ccc2ccccc2c1)N1CCOCC1 | / | -14% | / | 18% | 4% | / | -2%
CCN(CC)S(=O)(=O)c1cc(C(=O)Nc2cc(Cl)ccc2N2CCN(C)CC2)ccc1Cl | -4 | / | -14 | 2.6µM* | / | 2% | 1%
COc1ccc(CCC(=O)OCC(=O)NCc2ccccc2)cc1 | / | 10% | / | 19% | 2% | / | 13%
Cc1cc(C(=O)CSc2nnc(-c3ccccc3)n2Cc2ccc3c(c2)OCO3)c(C)n1C | -1 | ? | 27 | ? | -8% | 5% | 2%
COc1ccc(S(=O)(=O)N2CCOCC2)cc1NC(=O)CN1CCN(C)CC1 | / | -25% | / | 11% | -4% | / | 16%
CSC(=S)N/N=C/c1ccc(Br)cc1 | 18 | ? | 14 | ? | 1% | -1% | 79%[activator]
CC(=O)c1ccc(N2CCN(C(=O)CCCn3c(=O)[nH]c4ccsc4c3=O)CC2)cc1 | -1 | ? | -4 | ? | 4%&-4% | 4% | -2%
CCc1ccc(Nc2cnn(C34CC5CC(CC(CC(=O)O)(C5)C3)C4)c(=O)c2Cl)cc1 | -2 | 13% | -1 | 20% | 1% | 0% | 30%
N#CC1=C(N)N(c2ccccc2Sc2ccccc2)C(=O)C1 | -4 | -2% | -3 | / | 0% | 5% | -8%
O=C(NC1CCCCC1)C(c1ccc(F)cc1)N(CCCN1CCOCC1)C(=O)c1ccc(CN2CCOCC2)o1 (centres undefined) | -2 | ? | -12 | 0% | -7% | -4% | -9%

High-throughput results from PubChem BioAssay.
